EBI2 block = EBI2 receptor antagonists, beta-arrestin recruitment, primary screen, cell-based, luminescence, 7a,25-OHC stimulation, uHTS; G-protein coupled receptor 183 (Homo sapiens), P32249; 7a,25-OHC stimulated; inhibition, % at 5 µM; 360,000 compounds, 0.81% hits; AID 651636, 2012; in the data active means inhibition above about 38%;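 further: enzyme fragment complementation signal reports receptor beta-arrestin coupling in cells; 0% = agonist plus DMSO wells and 100% = wells without agonist; some results beyond the cut were filed as inactive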
Target sequence (P32249 whole entry, looked up, the tested form may be a part): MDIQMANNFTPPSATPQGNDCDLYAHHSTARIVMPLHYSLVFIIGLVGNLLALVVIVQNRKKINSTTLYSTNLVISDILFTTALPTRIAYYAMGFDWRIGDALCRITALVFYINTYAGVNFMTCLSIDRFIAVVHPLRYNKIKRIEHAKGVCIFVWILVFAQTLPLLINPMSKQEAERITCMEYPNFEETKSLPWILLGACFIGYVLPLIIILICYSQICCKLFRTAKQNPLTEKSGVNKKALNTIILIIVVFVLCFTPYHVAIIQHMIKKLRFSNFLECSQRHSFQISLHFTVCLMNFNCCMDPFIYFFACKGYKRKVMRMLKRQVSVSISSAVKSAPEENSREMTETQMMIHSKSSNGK
APOBEC3G inh = APOBEC3G DNA deaminase inhibitors, primary screen, biochemical, fluorescence, single-stranded DNA substrate, uHTS. DNA dC->dU-editing enzyme APOBEC-3G (Homo sapiens), Q9HC16. recombinant A3G, ssDNA deamination FAM/TAMRA fluorescence. inhibition, % at 20 µM. 330,000 compounds, 0.28% hits. AID 493012, 2011;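 active means inhibition of at least 40% at 20 µM, with no more than 30% in the related APOBEC3A deaminase screen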;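 further: plate controls were DMSO wells with A3G for no effect and wells lacking A3G enzyme for full effect; some compounds called inactive have numbers as strong as hits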
A3A deaminase = APOBEC3A ssDNA deaminase inhibitors, primary screen, selectivity assay for APOBEC3G inhibitor project, biochemical, FAM/TAMRA oligo cleavage fluorescence; DNA dC->dU-editing enzyme APOBEC-3A (Homo sapiens), P31941; recombinant A3A, FAM/TAMRA ssDNA deamination fluorescence; inhibition, % at 20 µM; 330,000 compounds, 0.41% hits;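 active means at least 40% inhibition at 20 µM here, with at most 30% in a related deaminase screen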;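 further: plate controls were A3A with DMSO for no effect and wells lacking A3A enzyme for full effect; some results filed as inactive read as strong as hits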
CXCR6 block = CXCR6 receptor inhibitors, primary screen, cell-based, beta-arrestin, luminescence, CHO-K1 PathHunter, 1536-well; inhibition, % at 20 µM; 360,000 compounds, 0.36% hits; AID 602244, 2012; in the data active means inhibition above about 34%, passing the limit was not always enough;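 further: antagonist mode with CXCL16 agonist at 10 nM final; 0% = 10 nM CXCL16 with DMSO and 100% = unstimulated wells without agonist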
Target sequence (O00574 whole entry, looked up): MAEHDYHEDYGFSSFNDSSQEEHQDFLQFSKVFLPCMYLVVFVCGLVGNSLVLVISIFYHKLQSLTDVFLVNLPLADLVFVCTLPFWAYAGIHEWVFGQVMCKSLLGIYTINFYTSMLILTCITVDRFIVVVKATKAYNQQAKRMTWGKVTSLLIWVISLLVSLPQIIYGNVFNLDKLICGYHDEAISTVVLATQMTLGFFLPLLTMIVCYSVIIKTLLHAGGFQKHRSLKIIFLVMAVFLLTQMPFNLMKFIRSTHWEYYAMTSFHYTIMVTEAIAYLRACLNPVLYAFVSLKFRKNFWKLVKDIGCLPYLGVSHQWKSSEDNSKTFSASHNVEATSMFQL
Gli-Sufu antag = Gli-Sufu pathway antagonists, primary screen, luciferase luminescence, Sufu-KO-LIGHT cells, uHTS | inhibition, % at 5 µM | 340,000 compounds, 0.74% hits | Sufu-KO-LIGHT fibroblasts, Gli luciferase reporter luminescence;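 active means inhibition above about 55%, limit read from the data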;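 further: 0% = DMSO-treated cells and 100% = wells with medium but no cells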
NR3A LBD binder = binders of NR3A ligand-binding domain, primary screen, biophysical, differential scanning fluorimetry, uHTS; Tm shift relative to glycine control, % at 25 µM; Glutamate receptor ionotropic, NMDA 3A (GRIN3A) ligand-binding domain; AID 1259313, 2017; 340,000 compounds, 2.5% hits; NR3A LBD differential scanning fluorimetry, Tm shift; 0% = protein alone, 100% = glycine-bound protein;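 active means melting temperature shift of at least 10% of the positive control shift, at one fixed dose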
CCR6 antagonist = CCR6 receptor antagonists, primary screen, cell-based, CHO-K1, luminescence, beta-arrestin, uHTS; C-C chemokine receptor type 6 (Homo sapiens), P51684; CHO-K1 CCR6 PathHunter beta-arrestin, CCL20-stimulated; inhibition, % at 20 µM; 340,000 compounds, 0.49% hits; AID 493098, 2011;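 active means compounds whose inhibition of the agonist-driven luminescence signal at 20 µM reaches about 50%, limit read from the data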;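 further: cells stimulated with CCL20 at 14 nM final; plate controls were DMSO with CCL20 for no effect and DMSO without agonist for full effect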
Target sequence (P51684 whole entry, looked up): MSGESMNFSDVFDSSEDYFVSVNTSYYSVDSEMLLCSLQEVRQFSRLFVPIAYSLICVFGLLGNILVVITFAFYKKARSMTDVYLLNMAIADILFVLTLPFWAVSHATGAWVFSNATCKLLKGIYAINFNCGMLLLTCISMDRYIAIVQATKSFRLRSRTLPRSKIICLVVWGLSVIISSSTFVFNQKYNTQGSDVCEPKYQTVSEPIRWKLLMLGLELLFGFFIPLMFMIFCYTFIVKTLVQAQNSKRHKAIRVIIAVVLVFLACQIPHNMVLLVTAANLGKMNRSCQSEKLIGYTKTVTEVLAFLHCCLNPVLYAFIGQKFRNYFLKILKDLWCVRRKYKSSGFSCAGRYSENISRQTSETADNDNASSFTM
MPTP block = mitochondrial permeability transition pore inhibitors, primary screen, biochemical, isolated mouse mitochondria, absorbance; Ca2+ swelling absorbance, 30 min; inhibition, % at 10 µM; 360,000 compounds, 1.4% hits; AID 602449, 2012;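 active means inhibition of 50% or more, scaled per plate between neutral and stimulator controls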;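 further: 0% = DMSO wells given calcium and 100% = 1 mM EGTA wells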
The depositor's hits bear a star; nt = no result given.

The line under a structure holds: EBI2 block | APOBEC3G inh | A3A deaminase | CXCR6 block | Gli-Sufu antag | NR3A LBD binder | CCR6 antagonist | MPTP block
- O=c1[nH]c(N2CCCCCC2)nc2ncn(Cc3ccccc3)c12
→ -2 | -2 | 1 | 4 | 4 | 0 | 3 | -0.4
- O=C(NN1CCOCC1)c1cc(-c2ccncc2)nc2ccccc12
→ -3 | -7 | -4 | -6 | -2 | 1 | -2 | -3.2
- O=C(O)C1CCCN1C(=O)NC1CCCCC1 (centres undefined)
→ -15 | -6 | -4 | 5 | 35 | 0 | 19 | 1.1
- Cc1ccc(CN(C(=O)c2ccc([N+](=O)[O-])cc2)C2CCS(=O)(=O)C2)o1 (centres undefined)
→ -10 | 1 | -4 | 1 | -2 | 0 | 6 | 0.3
- C=CCn1c(=N)n(CC(=O)c2ccc(OC)cc2)c2ccccc21
→ 12 | -6 | -6 | 0 | 0 | 0 | 15 | 1.2
- O=C(O)CCn1c(SCCOc2ccccc2F)nc2ccccc21
→ 1 | -2 | 4 | 0 | 8 | 0 | 15 | 0.7
- O=c1cc(-c2ccccc2)nc(N2CCN(Cc3ccc4c(c3)OCO4)CC2)[nH]1
→ -4 | -8 | -4 | 0 | -4 | 2 | -4 | 1.0
- Brc1ccc2nc(-c3c[nH]c4ccccc34)cn2c1
→ 6 | -18 | -6 | 4 | -77 | 6 | -9 | -1.0
- CCCSc1nc(C)cc(=O)[nH]1
→ -8 | 2 | 1 | 3 | -2 | 2 | 0 | 0.4
- Cc1ccc(C)c(N(C(=O)c2snc(C(N)=O)c2N)C(C(=O)NCC2CCCO2)c2cccs2)c1 (centres undefined)
→ -2 | -4 | -3 | 8 | -1 | -1 | 0 | -1.1
- CC(C)Cc1cc(CNC(=O)C2CCC(=O)N(CCc3cccc(F)c3)C2)on1 (centres undefined)
→ -6 | -5 | -4 | -4 | 3 | -2 | 0 | -1.2
- Brc1c(CSc2nncn2-c2ccccc2)nc2ncccn12
→ -4 | -2 | 0 | -6 | -3 | 0 | 3 | -3.1
- Cc1coc2c1C(=O)C(=O)c1c-2ccc2c(C)cccc12
→ -40 | 17 | 14 | -5 | -16 | -10 | -2 | 0.3
- COc1ccccc1CCNC(=O)c1ccc(C)o1
→ -2 | -2 | 6 | 2 | 57* | -7 | -1 | -0.8
- CCCCCCN1C(=O)C(O)=C(C(C)=O)C1c1ccc(Cl)cc1 (centres undefined)
→ 5 | -7 | -4 | 6 | 3 | -1 | 3 | -1.5
- O=C(CC1CCCCC1)NCc1ccccn1
→ -5 | -5 | -4 | 5 | 4 | 0 | 6 | -0.5
- Cc1nc2ccccn2c1C(=O)/C=C/c1ccc(F)cc1
→ 5 | -2 | -4 | -5 | -23 | 13* | -9 | -0.2
- O=C(c1ccccc1)N1CCCCC(Sc2nnnn2-c2ccccc2)C1=O (centres undefined)
→ -4 | -8 | -2 | 7 | -6 | 3 | 2 | -0.2
- Cc1ccc(S(=O)(=O)NCCC(=O)OCC(=O)N(Cc2ccccc2)C(C)(C)C)cc1
→ 18 | 0 | -1 | 2 | 4 | 2 | 23 | -2.1
- Cc1ccccc1NC(=S)N1CCOCC1
→ -1 | -3 | -2 | 1 | -4 | 0 | 1 | -1.3
- O=C(Nc1ccnn1C1CCN(CCCc2ccccc2)CC1)c1ccccc1Cl
→ 2 | -2 | 1 | 4 | 3 | 0 | 11 | -0.7
- O=C(NCCc1ccccn1)c1cc(-c2ccc(Cl)cc2)nc2ccccc12
→ 1 | -10 | -5 | 3 | 13 | -3 | 1 | 1.5
- CCOc1ccccc1CNS(=O)(=O)c1ccc2c(c1)C(C)(C)C(=O)N2C
→ -4 | -7 | -4 | -1 | -8 | -1 | -1 | 0.8
- CCNC(=O)CSc1ncnc2sccc12
→ -10 | -2 | -2 | -4 | 2 | -2 | 2 | -1.7
- Cc1nc(N)sc1C(=O)NN
→ -9 | 3 | -5 | -15 | 6 | 1 | -7 | 1.0
- COc1cccc(NC(=O)C2CCCN2C(=O)NC2CCCCC2)c1 (centres undefined)
→ -6 | -14 | -6 | 12 | -7 | 0 | 3 | 1.2
- CCN(CC(=O)NCc1cccs1)C(=O)c1cc(Br)ccc1O
→ -4 | -9 | -9 | 1 | -7 | -3 | -5 | -1.4
- CCC(C)(C)n1nnnc1C(c1ccccc1F)N1CCN(C(=O)c2ccco2)CC1 (centres undefined)
→ -1 | -2 | 5 | 9 | 16 | -1 | 11 | 1.7
- Cc1[nH]c(=S)[nH]c(=O)c1CCOc1ccccc1
→ -1 | 0 | 0 | -17 | -4 | -1 | 4 | -1.2
- CSC1=NC(=O)/C(=C\c2cccc3ccccc23)S1
→ -4 | 1 | 2 | -9 | 36 | -9 | -6 | 3.8
- CC(C)CN(C(=O)CC(C)c1ccccc1)c1c(N)n(Cc2ccccc2)c(=O)[nH]c1=O (centres undefined)
→ 1 | 20 | 70* | 14 | -5 | -1 | 9 | -0.3
- Cc1cc(OCC(=O)Nc2cccc(S(=O)(=O)N3CCCCC3)c2)ccc1Cl
→ 6 | -3 | 3 | 12 | 7 | -3 | 20 | 38
- CN1C2C=C3C(C#N)=C(N)C(C#N)(C#N)[C@@H](c4ccc(Cl)cc4)[C@@H]3C1CC2 (some centres undefined)
→ 32 | -4 | -3 | 14 | 1 | -8 | 11 | 0.2
- Cc1cc(C)nc(SCC(=O)Nc2nccs2)n1
→ -6 | 2 | -5 | -1 | -10 | 0 | 5 | -0.7
- O=C(Cn1nnc(-c2ccccc2Cl)n1)NCc1ccc2c(c1)OCO2
→ 3 | -7 | -3 | -2 | -7 | -4 | -4 | -2.0
- CCOC(=O)C(C#N)(Cc1cc(OC)cc(OC)c1)Cc1cc(OC)cc(OC)c1
→ 13 | -10 | -3 | 1 | -8 | 1 | 23 | -0.8
- COc1ccc(C(=O)NNC(=O)C(=O)NC(C)c2ccccc2)cc1OC (centres undefined)
→ -5 | 1 | 1 | 2 | -5 | 0 | 8 | 0.7
- Cc1cc(C)nc(Nc2nc(C)c3cc4c(cc3n2)OCO4)n1
→ -4 | 0 | -1 | -8 | 3 | 1 | 1 | 0.1
- CC(=O)Nc1cc(-n2cnnn2)ccc1C
→ 1 | -4 | -2 | -6 | 6 | 0 | 1 | -1.7
- O=S(=O)(c1ccc2oc(=S)[nH]c2c1)N1CCCCC1
→ -4 | -6 | -2 | -2 | 6 | -1 | -3 | 3.1
- S=C(NCc1cccs1)NCC1CCCO1 (centres undefined)
→ -13 | nt | nt | 0 | -6 | 1 | 5 | 0.0
- O=C(NC1CC1)C1=C[C@H](c2coc3ccccc3c2=O)C[C@H](OCCCCO)O1
→ -14 | -2 | 0 | -2 | 3 | 1 | -3 | -1.1
- O=C(/C=C/c1ccc([N+](=O)[O-])cc1)NC1CC2CCC1C2 (centres undefined)
→ 6 | 6 | 2 | -6 | -26 | -2 | 1 | 0.0
- Cc1cc(C)cc(N(CC(=O)NC2CC3CCC2C3)S(C)(=O)=O)c1 (centres undefined)
→ 3 | -4 | -2 | 2 | 0 | -4 | 3 | -1.4
- Cn1nc(C(=O)N2CCOCC2)c([N+](=O)[O-])c1C(=O)N1CCOCC1
→ 3 | -3 | -2 | -8 | -6 | -2 | 0 | 0.7
- O=C(NNC(=O)C1[C@H]2CCCC[C@@H]12)NC1CCCCC1 (some centres undefined)
→ -20 | -5 | 0 | -2 | -4 | 0 | 8 | -0.5
- Cc1[nH]c2ccccc2c1C(O)CN1CCC2(CC1)OCCO2 (centres undefined)
→ 0 | -1 | 0 | 3 | 3 | 3 | -4 | 1.0
- O=C(COc1ccc(F)cc1Cl)Nc1ccc(S(=O)(=O)Nc2nccs2)cc1
→ -6 | -8 | -4 | -7 | 5 | 0 | 4 | -1.9
- CCOC(=O)c1cccc(P(=O)(C(C)(C)C)C(C)(C)C)c1
→ 2 | 0 | 1 | -8 | -1 | -5 | -4 | 0.3
- CC(C)c1cc(=O)[nH]c(N2CCN(Cc3ccc4c(c3)OCO4)CC2)n1
→ -1 | -10 | 2 | 2 | 1 | -1 | 9 | 0.1
- Cc1ccc(/C=C2\CCC(C3CCCC3)C2=O)cc1 (centres undefined)
→ 3 | 7 | 5 | -4 | -20 | 2 | 13 | -0.3
- CN(/N=C/c1ccc2c(c1)OCO2)c1ccccc1
→ 19 | -10 | -4 | 6 | -73 | 11* | 14 | 1.3
- Cc1ccc(C(=O)Nc2ncn[nH]2)cc1
→ -5 | -4 | -6 | 5 | 2 | 0 | 8 | 4.0
- Cc1ccc(Nc2c(-c3ccc(N4CCOCC4)cc3)nc3cnccn23)cc1
→ 1 | -6 | 0 | 7 | -9 | 0 | 7 | -0.9
- Cc1onc(-c2ccccc2Cl)c1C(=O)c1ccccc1
→ 7 | -5 | -1 | 9 | -5 | 1 | 14 | 0.1
- CO/C([O-])=N/c1c[n+](-c2ccc(C)cc2)no1
→ 2 | 0 | 2 | -6 | 9 | -21 | 12 | -1.5
- O=C1C2CCCCN2C(=O)N1CCN1CCN(c2cccc(Cl)c2)CC1 (centres undefined)
→ -7 | nt | nt | -6 | 28 | 4 | 2 | -0.4
- CCC1=C(OC(=O)N(CC)CC)N2C(=O)OC(=NCCc3c[nH]c4ccccc34)[C@]2(C)[C@H]2C1=CC[C@H]1C(=O)NC(=O)[C@H]12
→ -11 | 2 | 1 | 3 | 1 | 1 | -2 | 0.2
- O=C1c2ccccc2NC2CCCCC12 (centres undefined)
→ -1 | -2 | -1 | -12 | 3 | -1 | -3 | 0.8
- Cc1ccc(C)c(N(C)S(=O)(=O)c2ccc3c(c2)oc(=O)n3C)c1
→ -7 | -7 | -4 | 2 | 9 | 1 | 6 | -0.3

Following part:
The line under a structure holds: EBI2 block | APOBEC3G inh | A3A deaminase | CXCR6 block | Gli-Sufu antag | NR3A LBD binder | CCR6 antagonist | MPTP block
- CC(C)(C)S(=O)(=O)c1cnc2c(-c3ccc(F)cc3)cnn2c1N
→ 36 | -5 | 1 | -3 | -28 | -4 | -7 | 0.0
- Cc1ccccc1-c1nnc(SCC(=O)NCc2ccc3c(c2)OCO3)n1C
→ 4 | -2 | 2 | -1 | 5 | 1 | 1 | 0.9
- CCOC(=O)C1CCCN(C/C=C/c2ccccc2[N+](=O)[O-])C1 (centres undefined)
→ -4 | -2 | 3 | -1 | 4 | 1 | 1 | 0.4
- COCc1nc2sc3c(c2c(=O)[nH]1)CCCC3
→ 1 | -2 | -3 | 8 | -19 | -6 | 3 | 1.9
- Cc1ccc(S(=O)(=O)N2CCOCC2)cc1C(=O)OCC(=O)Nc1ccc2c(c1)OCO2
→ 3 | -1 | 1 | 5 | 7 | 2 | 9 | -3.3
- CN(c1ccccc1)S(=O)(=O)c1ccc(C(=O)Nc2ncccc2O)cc1
→ -3 | -6 | 0 | 1 | -2 | 0 | 2 | 1.0
- Cn1c(=O)c2c(SCC(=O)N3CCCC3)nc(CC(C)(C)C)nc2n(C)c1=O
→ 0 | -3 | -2 | 2 | 19 | 2 | 16 | -1.2
- COc1nccnc1NS(=O)(=O)c1ccc(NC(=O)c2cccc(C)c2)cc1
→ -4 | -11 | -2 | -1 | -1 | 0 | 3 | 0.4

Assay outcomes as filed in PubChem.
